PI5P4Ka inh: PI5P4K alpha (human) kinase inhibition; PI5P4Kalpha enzyme, ADP-Glo luminescence, 60 min; stronger effect = lower value; P48426; 330,000 tested, 1.2% active; max response, %; AID 652105; active = max response of -50% or lower; inconclusive = between -30% and -50%; inactive = -30% or higher; also: value at the top dose of about 77 µM; % is scaled to controls: 0 for no effect and ±100 for the full control effect
Target sequence (P48426 whole entry, looked up): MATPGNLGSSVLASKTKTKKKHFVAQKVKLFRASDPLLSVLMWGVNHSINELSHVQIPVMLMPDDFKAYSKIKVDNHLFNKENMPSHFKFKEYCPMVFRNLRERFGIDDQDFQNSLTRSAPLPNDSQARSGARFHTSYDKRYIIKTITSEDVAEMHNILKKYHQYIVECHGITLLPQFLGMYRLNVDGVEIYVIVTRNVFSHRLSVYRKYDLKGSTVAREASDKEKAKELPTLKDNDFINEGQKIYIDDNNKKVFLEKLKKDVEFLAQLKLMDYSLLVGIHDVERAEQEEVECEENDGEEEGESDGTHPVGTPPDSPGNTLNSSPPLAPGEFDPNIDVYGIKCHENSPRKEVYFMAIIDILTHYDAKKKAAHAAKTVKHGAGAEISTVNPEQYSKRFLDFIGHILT
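ADP-Glo luminescence end-point after a 60 min room-temperature kinase reaction. PI5P4Kalpha and substrate in HEPES pH 7.4 buffer with EGTA, 0.1% CHAPS and 5% DMSO; ATP at 5 microM final.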
PLK1 PBD inh: PLK1 (human) polo-box domain binding inhibition; Potency, µM, for the others: max response, negative = inhibition, most hits filed as inhibitors; 360,000 tested, 2.8% active; Plk1 PBD binding of FITC phosphopeptide, fluorescence polarization; also: potency is read from the fitted curve at half-maximal effect; series mostly up to about 57 µM; % is scaled to controls: 0 for no effect and ±100 for the full control effect; nearly all actives have a fitted effect of over 65% in size
GLP1R cytotox: cytotoxic in the GLP-1 receptor inverse agonist counter-screen. HEK293 cAMP-luciferase reporter cells, luminescence, 24 h. Potency, µM (series often up to 38.3 µM), for inactives: at the top dose activity change, negative = inhibition, usual class: inhibitors. 410,000 tested, 0.13% active. AID 624418;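 also: loss of luciferase light is scored as toxicity; potency is read from the fitted curve at half-maximal effect; % is scaled to controls: 0 for no effect and ±100 for the full control effect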
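Step one: seed cells (200 cells/uL, DMEM with 10% Nu serum, 1% pen-strep). Step two: 12-hour incubation at 37 deg C. Step three: pin 23 nL compound, incubate 24 hr. Step four: add luciferase reagent, read luminescence 12 min later.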
WRN helicase inh: blocks human WRN helicase; Q14191; WRN helicase unwinding, fluorescent forked duplex, kinetic; Potency, µM (doses to about 114 µM), inactives show at the highest dose activity change, negative = inhibition, most hits filed as inhibitors; 360,000 tested, 0.46% active; AID 651768; also: potency is read from the fitted curve at half-maximal effect; % is scaled to controls: 0 for no effect and ±100 for the full control effect; nearly all actives have a fitted effect of over 55% in size
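Primary qHTS, 1536-well format. 20 nM WRN + compound, 15 min RT; start with 100 nM forked fluorophore/quencher duplex, 2 mM ATP (final); kinetic read ex 525/em 598 nm.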
DRD3 antagonist: antagonists of human D3 dopamine receptor; 360,000 tested, 2.5% active; D3R cells, DiscoveRx beta-arrestin luminescence, antagonist mode; stronger effect = lower value; max response, negative = inhibition, %; AID 652054; in the data active = max response below about -50%; inconclusive = no clear call, values can overlap the other calls; also: % is scaled to controls: 0 for no effect and ±100 for the full control effect; mostly tested at two doses, the higher about 12 µM
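Cells expressing the human receptor were seeded at 1500 cells/well, incubated overnight at 37 degrees C in 5% CO2, then exposed to library compounds with dopamine controls for 90 minutes at 37 degrees C before luminescent detection.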
DRD3 agonist: activates the human D3 dopamine receptor; D3R DiscoveRx beta-arrestin cells, luminescence, 90 min; max activation, %; AID 652048; 410,000 tested, 0.58% active; P35462; in the data active = max activation above about 30%; also: 0% is about no effect; mostly tested at two doses, the higher about 12 µM
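Agonist-mode cell screen: cells plated at 1500/well and incubated overnight at 37 °C, then exposed to library compounds for 90 min at 37 °C. Detection reagent was added for 30–60 min at room temperature, and luminescence was read.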
GLP1R ag: agonists of human GLP-1 receptor. HEK293 GLP-1R CRE-luciferase, luminescence, 4-6 h; cells express a hypersensitive GLP-1R form. Potency, µM (series often up to 45.6 µM), for inactives: at the top dose activation, most hits filed as activators. AID 624172. 380,000 tested, 0.007% active. P43220; also: potency is read from the fitted curve at half-maximal effect; % of control where 0% means no effect
Target sequence (P43220 whole entry, looked up): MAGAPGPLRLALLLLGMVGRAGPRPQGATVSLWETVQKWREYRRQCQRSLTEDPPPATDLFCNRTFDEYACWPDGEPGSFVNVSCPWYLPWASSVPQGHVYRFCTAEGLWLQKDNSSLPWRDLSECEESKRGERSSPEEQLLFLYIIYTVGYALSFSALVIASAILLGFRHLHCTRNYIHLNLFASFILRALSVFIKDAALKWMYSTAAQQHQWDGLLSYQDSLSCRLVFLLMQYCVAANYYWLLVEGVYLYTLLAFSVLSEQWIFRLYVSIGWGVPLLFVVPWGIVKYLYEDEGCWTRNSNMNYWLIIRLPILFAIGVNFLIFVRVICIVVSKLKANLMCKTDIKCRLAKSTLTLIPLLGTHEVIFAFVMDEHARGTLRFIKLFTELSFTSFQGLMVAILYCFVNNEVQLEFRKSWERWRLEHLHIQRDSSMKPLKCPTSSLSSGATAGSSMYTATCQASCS
GLP-1R inv ag: inverse agonists of human GLP-1 receptor; P43220; HEK293 GLP-1R CRE-luciferase, luminescence, 24 h; GLP-1R form is constitutively active; Potency, µM (titrated, usually from 38.3 µM), for inactives: at the top dose activity change, negative = inhibition, usual class: inhibitors; 410,000 tested, 1.6% active; also: potency is read from the fitted curve at half-maximal effect; % is scaled to controls: 0 for no effect and ±100 for the full control effect; nearly all actives have a fitted effect of over 55% in size
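Luminescence readout: a drop in cAMP-driven luciferase signal flags inverse agonism at a constitutively active GLP-1R stably expressed in HEK293. Compound exposure lasted 24 hr at 37 deg C, 5% CO2.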
IL2 activator: activates IL-2 in a cell-based reporter assay; AID 652025; IL-2 activation reporter assay, cell-based qHTS; stimulated with anti-CD3/CD4/CD28 beads; in transgenic mouse T cells; 360,000 tested, 0.065% active; activation, % (series mostly up to about 46 µM); in the data active = activation above about 50%; inconclusive = mostly about 30% to 49%; also: 0% is about no effect
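Unstimulated transgenic mouse T cells, 750 per well, received compound and, after 60 minutes, anti-CD3/anti-CD4 bead plus anti-CD28 stimulation. EGFP and DsRed were quantified after 18 hours.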
The depositor's hits bear a star; ? = inconclusive; . = not tested or not shown; & = joins results of further samples; [ ] = another dose, or the depositor's remark. Unless noted, calls follow the shape of the dose curve; as a rule, active = well fitted curve in the direction sought with a large enough effect; inconclusive = small, poorly fitted or top-dose-only effect, or another doubt; inactive = no such curve, though single readings can be large; an effect the other way counts as inactive or inconclusive.

SMILES	PI5P4Ka inh	PLK1 PBD inh	GLP1R cytotox	WRN helicase inh	DRD3 antagonist	DRD3 agonist	GLP1R ag	GLP-1R inv ag	IL2 activator
COc1ccccc1Nc1nc(-c2sc(NC(=O)c3ccccc3)nc2C)cs1	-29	?	10%	-2%	15	30	-2%	12%	-0.5
CCO[C@H]1OC(C(=O)N2CCCCCCC2)=C[C@@H](c2coc3ccccc3c2=O)[C@@H]1CCCO	-6	4%	-11%	9%	22	17	11%	18%	0.0
CS(=O)(=O)c1ccc(-c2cccc(NC(=O)c3ccc(Br)o3)c2)nn1	-2	-12%	2%	1%	-2	-8	10%	34%[activator]	-4.9
COc1ccc(C2c3cc(OC)c(OC)cc3CC3C(=O)OCC32)cc1OC (stereo unspecified)	3	-4%	5%	4%	5	6	?	35%[activator]	1.0
O=C(Nc1ccccc1)N1CCCCC1c1cccnc1 (stereo unspecified)	1	2%	-16%	2%	3	2	-15%	9%	2.0
CCCCn1c(N)c(-c2nc3ccccc3s2)c2c([N+](=O)[O-])nn(C)c(=O)c21	.	0%	-5%	-16%	-16	7	9%	0%	-1.1
O=[N+]([O-])c1cc(S(=O)(=O)N2CCOCC2)ccc1N1CCCC1	7	-6%	-11%	5%	-5	1	7%	20%	-0.2
CCc1cc(=O)oc2c(C)c(OCC(=O)N3CCC(C(=O)O)CC3)ccc12	-3	5%	1%	-9%	26	15	-5%	6%	-0.3
O=C(NCc1cnn(-c2ccc(F)cc2)c1)C1CCC(=O)N(C2CC2)C1 (stereo unspecified)	-5	-5%	1%	-22%	5	13	1%	1%	2.3
CCn1c(SCC(=O)Nc2cc(C)c(Cl)cc2OC)nnc1-c1ccco1	.	-17%	-17%	-8%	-25	-9	22%	?	0.3
CN(C)c1ccc(S(=O)(=O)NCC(=O)NCCC2=CCCCC2)cc1[N+](=O)[O-]	3	-2%	?	7%	-25	-3	22%	-16%	-3.8
Cc1ccc2c(c1)C(c1ccccc1)N(C(=O)c1ccccc1[N+](=O)[O-])CC(=O)N2 (stereo unspecified)	-3	-7%	-5%	5%	-17	9	19%	-12%	2.8
O=C(COC(=O)/C=C/c1cccc(C(F)(F)F)c1)NCc1cccs1	0	-7%	11%	-16%	11	3	-11%	22%	0.3
O=C(COC(=O)c1ccc[nH]c1=O)Nc1cc(S(=O)(=O)N2CCCCC2)ccc1Cl	1	?	-10%	6%	-5	-2	2%	?	0.1
CCCCNC(=O)C1CCC(CNS(=O)(=O)c2ccc(NC(C)=O)cc2)CC1 (stereo unspecified)	3	-1%	3%&20%	8%	-11	1&-12	-8%	3%&10%	1.5
Cc1cc(NC(=O)CN2CCN(c3ccccn3)CC2)ccc1Br	-4	-7%	-6%	-1%	-10	47*	-2%	?	-0.5
C=CCn1c(-c2cccn(Cc3ccc(Cl)cc3)c2=O)n[nH]c1=S	.	-11%	2%	-1%	14	-16	20%	1%	-2.0
Cc1cccc(C(=O)Nc2c3c(nn2C(C)(C)C)CS(=O)(=O)C3)c1	2	7%	11%	0%	-1	5	6%	6%	-0.8
COC(=O)c1ccc(OC)cc1OCC(=O)N1CCN(c2ccc(F)cc2)CC1	1	0%	-8%	9%	35	3	-7%	2%	-1.2
Cc1cccc(-n2nnc(C(=O)Nc3ccc(F)cc3)c2N)c1	-1	-6%	-13%	2%	9	-2	-18%	?	0.9
O=C(CCS(=O)(=O)c1ccccc1Cl)NCc1ccc(F)cc1	0	?	-1%	5%	-15	-18	-3%	7%	0.4
NC(=O)c1ccc(Nc2ccc3c(c2)CCC3)c([N+](=O)[O-])c1	-3	-8%	-14%	-1%	-12	8	27%	2%	-1.1
COc1ccc(NC(=O)c2ccc(N3C(=O)C4CC=C(Cl)CC4C3=O)cc2)cc1 (stereo unspecified)	-51*	0%	-1%	-19%	-24	-3	-2%	-9%	0.5
CC(NC(=O)C1CCCC1)c1ccccc1 (stereo unspecified)	2	-1%	-6%	8%	10	-6	15%	-8%	2.2
C=CCc1cccc(/C=N/NC(=O)CCC(=O)Nc2ccc(F)cc2)c1O	8	-16%	6%	5%	-26	-34	3%	?	-1.2
Fc1ccc(NC(=S)NCc2ccccc2)cc1	3	-11%	7%	7%	-12	-4	8%	-20%	0.5
Cc1ccc(NC2=C/C(=N/S(=O)(=O)c3cccs3)c3ccccc3C2=O)cc1	-23	-6%	?	3%	-72*	-12	-1%	?	-0.8
CN1CCN(C2CN(Cc3ccc(F)cc3)S(=O)(=O)C2)CC1 (stereo unspecified)	0	2%	-2%	5%	5	1	-4%	-22%	0.1
CCC(C)(c1nnnn1-c1c(C)cccc1C)N(N=O)c1cccc(C(F)(F)F)c1 (stereo unspecified)	12	-25%	24%	-2%	0	-6	-3%	?	0.3
O=C(COc1ccccc1)c1ccccc1	0	3%	-5%	0%	9	-5	14%	4%	-0.5

Complete entries, quoted from the list. Order of screens: PI5P4Ka inh	PLK1 PBD inh	GLP1R cytotox	WRN helicase inh	DRD3 antagonist	DRD3 agonist	GLP1R ag	GLP-1R inv ag	IL2 activator
`CCC(C)(c1nnnn1-c1c(C)cccc1C)N(N=O)c1cccc(C(F)(F)F)c1` (stereo unspecified) across the screens: 12	-25%	24%	-2%	0	-6	-3%	?	0.3
`CC(NC(=O)C1CCCC1)c1ccccc1` (stereo unspecified) across the screens: 2	-1%	-6%	8%	10	-6	15%	-8%	2.2

Compounds above containing a Cl atom (5):
SMILES	PI5P4Ka inh	PLK1 PBD inh	GLP1R cytotox	WRN helicase inh	DRD3 antagonist	DRD3 agonist	GLP1R ag	GLP-1R inv ag	IL2 activator
CCn1c(SCC(=O)Nc2cc(C)c(Cl)cc2OC)nnc1-c1ccco1	.	-17%	-17%	-8%	-25	-9	22%	?	0.3
O=C(COC(=O)c1ccc[nH]c1=O)Nc1cc(S(=O)(=O)N2CCCCC2)ccc1Cl	1	?	-10%	6%	-5	-2	2%	?	0.1
C=CCn1c(-c2cccn(Cc3ccc(Cl)cc3)c2=O)n[nH]c1=S	.	-11%	2%	-1%	14	-16	20%	1%	-2.0
O=C(CCS(=O)(=O)c1ccccc1Cl)NCc1ccc(F)cc1	0	?	-1%	5%	-15	-18	-3%	7%	0.4
COc1ccc(NC(=O)c2ccc(N3C(=O)C4CC=C(Cl)CC4C3=O)cc2)cc1 (stereo unspecified)	-51*	0%	-1%	-19%	-24	-3	-2%	-9%	0.5

Later entries:
SMILES	PI5P4Ka inh	PLK1 PBD inh	GLP1R cytotox	WRN helicase inh	DRD3 antagonist	DRD3 agonist	GLP1R ag	GLP-1R inv ag	IL2 activator
Cc1ccc(-c2nnn(CC(=O)N(CCCO)C(C(=O)NC3CCCC3)c3ccc(Cl)cc3)n2)o1 (stereo unspecified)	5	-9%	-5%	8%	-15	-6	11%	?	0.1
COc1ccc(/C=N/NC(=O)c2ccoc2C)cc1OC	-3	1%	-12%	-11%	11	-6	-5%	6%	0.6
O=C(Nc1ccc(Cl)cc1C(=O)NCCN1CCOCC1)c1ccc(Cl)cc1Cl	.	-5%	1%	1%	?	-5	13%	?	-3.0
CCc1n[nH]c(=S)n1/N=C/c1c[nH]c2ccc(Br)cc12	8	34µM*	-9%	-19%	?	-2	16%	-22%	1.3
CNC(=S)NNC(=O)c1cn(C)nc1C	-2	-19%	-8%	-2%	0	-5	2%	37%[activator]	-0.5
Cc1csc2nc(CCNS(=O)(=O)c3cccs3)cn12	-8	-7%	-5%	-2%	-10	1	1%	3%	-2.9
COc1ccc(OC)c(CN2C(=O)c3ccccc3C2C(=O)NCc2cccnc2)c1 (stereo unspecified)	-10	-7%	1%	5%	-14	0	14%	6%	-1.5
O=C(O)c1ccccc1C(=O)Nc1ccc(S(=O)(=O)N2CCCC2)cc1	5	-3%	5%	-4%[57.1 µM]	-27	6	3%	3%	0.2
Cc1ccc(C)c(OCc2n[nH]c(=S)o2)c1	-22	-15%	1%	-3%	?	-13	-1%	-1%	-3.1
CN(Cc1cnc2nc(N)nc(N)c2n1)c1ccc(C(=O)NC(CCC(=O)O)C(=O)O)cc1 (stereo unspecified)	?	-13%	70%[activator]	?	-18	7	-8%	?	-0.4
COc1cc(/C=C(/C#N)c2nc3ccccc3[nH]2)ccc1OC(=O)c1ccco1	.	-6%	-1%	-26%	-21	0	-1%	74%[activator]	1.5
COc1cc2c(cc1OC)C(=O)Cc1ccc3c(c1CN(C)CC2)OCO3	3	1%	-5%	0%	-19	-19	-4%	6%	-0.1
Cc1ccc(S(=O)(=O)N2CC3(O)CN(C(=O)OC(C)C)N(C(=O)OC(C)C)CC3(OC(=O)NCc3ccco3)C2)cc1 (stereo unspecified)	-4	-16%	-30%	-2%	22	2	-6%	-16%	3.4
Cc1ccc(N)c2c1OCCC2=O	0	-9%	59%[activator]	29%	-14	4	3%	2%	-0.6
CCCCOC(=O)/C=C\C(=O)OCCCC	-7	-2%	6%	7%	3	-2	-6%	-5%	2.4
CCc1[nH]nc2c1C(C1C=CCCC1)C(C#N)=C(N)O2 (stereo unspecified)	?	-14%	-21%	2%	26	-1	-9%	?	-2.1
CCOC(=O)C(=O)Nc1ccccc1C(=O)OC	2	-1%	-2%	-6%	11	1	1%	1%	0.2
Cc1ccc(NC(=O)CN2CCN(S(=O)(=O)c3ccc(F)cc3)CC2)cc1C	0	-6%	4%	-25%	4	-2	2%	-30%	0.0
O=C(Nc1cc(F)ccc1F)C1CCCO1 (stereo unspecified)	.	-5%	-20%	5%	10	-2	-9%	0%	-1.9

High-throughput results from PubChem.
